PLC-gamma1 inh: PLC-gamma1 enzyme inhibitors, primary screen, biochemical, fluorescence, purified enzyme; inhibition, % at 12.2 µM; actives 0.84% (n = 370,000); fluorogenic substrate; AID 720700, 2013; in the data active = inhibition above about 9.5%
Target sequence (P19174 whole entry, looked up): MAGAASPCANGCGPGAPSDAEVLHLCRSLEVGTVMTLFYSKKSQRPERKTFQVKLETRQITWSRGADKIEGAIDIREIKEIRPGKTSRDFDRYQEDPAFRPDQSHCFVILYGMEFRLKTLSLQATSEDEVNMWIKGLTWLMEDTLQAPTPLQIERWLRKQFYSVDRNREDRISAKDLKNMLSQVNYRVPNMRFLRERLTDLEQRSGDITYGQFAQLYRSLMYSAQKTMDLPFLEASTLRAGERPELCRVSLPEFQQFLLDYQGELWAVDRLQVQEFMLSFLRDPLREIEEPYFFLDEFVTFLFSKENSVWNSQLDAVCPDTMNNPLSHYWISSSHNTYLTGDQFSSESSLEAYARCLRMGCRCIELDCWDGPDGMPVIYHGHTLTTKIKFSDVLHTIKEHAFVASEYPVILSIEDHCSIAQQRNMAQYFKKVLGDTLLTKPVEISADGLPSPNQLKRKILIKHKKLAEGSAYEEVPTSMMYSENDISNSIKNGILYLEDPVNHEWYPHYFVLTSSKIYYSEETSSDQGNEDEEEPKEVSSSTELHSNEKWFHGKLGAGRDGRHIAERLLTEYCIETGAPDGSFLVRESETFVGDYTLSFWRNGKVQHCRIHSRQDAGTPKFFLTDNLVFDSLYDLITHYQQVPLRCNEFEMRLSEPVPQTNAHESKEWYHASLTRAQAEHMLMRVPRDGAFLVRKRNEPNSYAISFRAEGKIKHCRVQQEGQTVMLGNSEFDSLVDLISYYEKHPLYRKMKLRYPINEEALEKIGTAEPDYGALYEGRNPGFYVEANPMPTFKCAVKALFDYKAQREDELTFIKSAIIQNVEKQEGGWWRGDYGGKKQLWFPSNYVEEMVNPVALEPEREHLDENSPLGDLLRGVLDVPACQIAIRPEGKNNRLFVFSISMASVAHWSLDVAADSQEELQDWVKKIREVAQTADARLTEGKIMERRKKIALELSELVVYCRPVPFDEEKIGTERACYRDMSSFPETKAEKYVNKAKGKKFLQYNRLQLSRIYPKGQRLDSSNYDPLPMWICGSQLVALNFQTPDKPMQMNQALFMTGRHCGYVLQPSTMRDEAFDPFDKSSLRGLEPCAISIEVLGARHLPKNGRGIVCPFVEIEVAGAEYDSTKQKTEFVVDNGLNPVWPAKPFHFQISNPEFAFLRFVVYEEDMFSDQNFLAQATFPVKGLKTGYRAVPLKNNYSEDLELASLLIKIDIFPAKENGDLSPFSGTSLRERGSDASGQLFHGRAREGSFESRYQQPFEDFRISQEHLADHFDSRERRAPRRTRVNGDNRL
ADAM10 inh: human ADAM10 inhibitors, primary screen, biochemical, QFRET, HTS; Disintegrin and metalloproteinase domain-containing protein 10 (Homo sapiens), O14672; recombinant ADAM10, EDANS/DABCYL FRET peptide cleavage, 3 h; AID 720582, 2013; inhibition, % at 7 µM; actives 0.62% (n = 370,000);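 active = inhibition above a per-campaign cutoff equal to the mean of compounds falling between control-based bounds plus 3 SD, cut at about 20% in these data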;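 note: 0% = DMSO wells while the 100% control is not disclosed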
ssDAF12 agonist: S. stercoralis DAF-12 nuclear receptor activators, primary screen, cell-based, luminescence, HEK293, GRIP1 co-expression, lit1-tk-luc; HEK293 ssDAF-12/GRIP1 lit1-tk-luc reporter; % of 3 µM dafachronic acid response; activation, % at 6.8 µM; AID 652126, 2013; actives 1% (n = 370,000);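 active = activation above the mean over all tested compounds plus 3 SD, cut at about 0.9% in these data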;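 note: 0% = DMSO-only wells and 100% = 3 µM delta7-dafachronic acid wells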
FXN GAA850 act: FXN promoter activators, primary screen, cell-based, luciferase luminescence, HEK293 lucGAA850; actives 0.56% (n = 360,000); HEK293 lucGAA850 FXN promoter luciferase reporter, 24 h; percent of 10 µM SAHA response; activation, % at 6 µM;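 active = activation above the average of all compounds screened plus 3 SD, cutoff fixed separately per campaign, cut at about 7.5% in these data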;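 note: 0% = DMSO wells and 100% = 10 µM SAHA wells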
DAX1 inh-1: DAX1 (NR0B1) inhibitors, primary screen, cell-based, HEK293, Gal4-DAX1, luciferase luminescence. inhibition, % at 6.75 µM. Nuclear receptor subfamily 0 group B member 1 (Homo sapiens), P51843. actives 0.99% (n = 340,000). AID 504766, 2011. HEK293 Gal4-DAX1 luciferase reporter;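 active = inhibition above the mean over all tested compounds plus 3 SD, cut at about 4.2% in these data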;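 note: 0% = DAX1-transfected cells with DMSO and 100% = empty-vector control cells with DMSO; inhibition shows as a rise in luminescence from relieved DAX1 repression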
DAX1 inh-2: DAX1 (NR0B1) inhibitors on StAR promoter, primary screen, cell-based, luminescence, SF-1 (NR5A1), full-length DAX-1; HEK293T StAR-luciferase reporter, SF-1/DAX-1 repression relief; actives 1.1% (n = 370,000); inhibition, % at 6.8 µM; AID 652010, 2013;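 active = inhibition above the mean over all tested compounds plus 3 SD, cut at about 3.6% in these data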;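 note: 0% = DAX-1 cells with DMSO and 100% = cells lacking DAX-1 with DMSO; higher inhibition means more luminescence from relief of DAX-1 repression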
hgDAF-12 ag: H. glycines DAF-12 receptor agonists, primary screen, cell-based, luminescence, HEK293, GAL4 fusion, UAS-luciferase; Nuclear hormone receptor DAF-12 (Heterodera glycines), GAL4 fusion; HEK293 GAL4-hgDAF12 UAS-luciferase reporter, agonist luminescence; normalized to butyrate control; activation, % at 6.8 µM; actives 1.8% (n = 370,000); AID 687014, 2013;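 active = activation above a cutoff set at the mean of all screened compounds plus 3 SD, cut at about 10% in these data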;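 note: 0% = DMSO wells and 100% = sodium butyrate wells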
ADAM17 inh: ADAM17 inhibitors, primary screen, biochemical, QFRET; AID 720648, 2013; recombinant ADAM17, EDANS/DABCYL FRET peptide cleavage; Disintegrin and metalloproteinase domain-containing protein 17 (Homo sapiens), P78536; inhibition, % at 6.95 µM; actives 0.83% (n = 370,000);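 active = inhibition above the mean of compounds lying between control limits plus 3 SD, set per campaign, cut at about 8.5% in these data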;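 note: 0% = DMSO-only wells as the low control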
PLC-beta3 inh: human PLC-beta3 inhibitors, primary screen, biochemical, fluorescence | actives 0.18% (n = 370,000) | Purified PLC-beta3, fluorogenic substrate | 1-phosphatidylinositol 4,5-bisphosphate phosphodiesterase beta-3 (Homo sapiens), Q01970 | AID 720704, 2013 | inhibition, % at 12.2 µM; in the data active = inhibition above about 11%;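 note: 0% = median of compound wells on plate and 100% = full blocker control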
hcDAF-12 act: H. contortus DAF-12 nuclear receptor activators, primary screen, cell-based, luminescence, HEK293, lit1-tk-luc reporter; HEK293 hcDAF-12 lit1-tk-luc reporter; 0% DMSO, 100% Δ7-dafachronic acid; activation, % at 6.8 µM; actives 1.4% (n = 370,000); AID 652067, 2013;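 active = activation above the mean of all tested compounds plus 3 SD, cut at about 5.5% in these data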;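 note: 100% = response to 3 µM Δ7-dafachronic acid high control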
HGIII-sPLA2 inh: human group III sPLA2 inhibitors, primary screen, biochemical, QFRET, BODIPY PC-A2 liposome substrate | actives 0.56% (n = 370,000) | inhibition, % at 12.2 µM | QFRET BODIPY PC-A2 liposome hydrolysis, fluorescence | Group 3 secretory phospholipase A2 (Homo sapiens), Q9NZ20;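 active = inhibition above mean plus 3 SD of compounds lying within the high and low control bounds, cut at about 19% in these data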;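 note: 0% = median of test compound wells and 100% = no enzyme DMSO wells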
* hit, by the source's call.

Screening Cc1sc2nc(COC(=O)c3cccc(OC(F)F)c3)[nH]c(=O)c2c1C returned PLC-gamma1 inh -1, ADAM10 inh 1, ssDAF12 agonist -1.5, FXN GAA850 act -0.7, DAX1 inh-1 0.0, DAX1 inh-2 -0.4, hgDAF-12 ag -1.6, ADAM17 inh -4, PLC-beta3 inh -10, hcDAF-12 act -0.4 and HGIII-sPLA2 inh -7.
For O=C(O)COc1ccc2c(c1)O/C(=C\c1ccco1)C2=O the results were PLC-gamma1 inh -80, ADAM10 inh -37, ssDAF12 agonist -0.6, FXN GAA850 act 1.7, DAX1 inh-1 -0.1, DAX1 inh-2 0.5, hgDAF-12 ag 0.3, ADAM17 inh -10, PLC-beta3 inh -134, hcDAF-12 act -0.8 and HGIII-sPLA2 inh 2.
Screening CC1CCCCN1CCCNC(=O)c1c(O)nc2ccccn2c1=O (centres undefined) returned PLC-gamma1 inh -64, ADAM10 inh -97, ssDAF12 agonist -0.2, FXN GAA850 act 0.4, DAX1 inh-1 1.1, DAX1 inh-2 -0.2, hgDAF-12 ag -3.7, ADAM17 inh -28, PLC-beta3 inh -97, hcDAF-12 act 1.6 and HGIII-sPLA2 inh 5.
Screening Nc1nn2cc(-c3ccccc3)nc2c2ccccc12 returned PLC-gamma1 inh inactive, ADAM10 inh inactive, ssDAF12 agonist 6.0*, FXN GAA850 act 6.7, DAX1 inh-1 2.1, DAX1 inh-2 11*, hgDAF-12 ag 21*, ADAM17 inh inactive, PLC-beta3 inh inactive, hcDAF-12 act 19* and HGIII-sPLA2 inh 0.
`N#C/C(=C\c1ccc([N+](=O)[O-])cc1)C(=O)Nc1ccccc1O` gave PLC-gamma1 inh 2, ADAM10 inh -2, ssDAF12 agonist -0.3, FXN GAA850 act 3.7, DAX1 inh-1 -0.7, DAX1 inh-2 0.2, hgDAF-12 ag 6.1, ADAM17 inh 2, PLC-beta3 inh 3, hcDAF-12 act 3.9 and HGIII-sPLA2 inh -32.
Screening CCCc1cc(=O)[nH]c(SCCc2ccccc2)n1 returned PLC-gamma1 inh -3, ADAM10 inh -4, ssDAF12 agonist -0.2, FXN GAA850 act 2.2, DAX1 inh-1 3.0, DAX1 inh-2 0.2, hgDAF-12 ag 3.3, ADAM17 inh -5, PLC-beta3 inh -7, hcDAF-12 act 0.5 and HGIII-sPLA2 inh -2.
O=C(CC1CCCC1)NNC(=O)c1ccc(F)cc1 was read as PLC-gamma1 inh 1, ADAM10 inh -3, ssDAF12 agonist -0.3, FXN GAA850 act 2.5, DAX1 inh-1 0.8, DAX1 inh-2 1.0, hgDAF-12 ag 2.5, ADAM17 inh 0, PLC-beta3 inh -6, hcDAF-12 act 0.7 and HGIII-sPLA2 inh 3.
Screening CCOc1ccccc1-n1c(SCC(=O)N(CC)CC)nnc1-c1ccccn1 returned PLC-gamma1 inh 0, ADAM10 inh -10, ssDAF12 agonist -1.1, FXN GAA850 act -1.3, DAX1 inh-1 1.9, DAX1 inh-2 0.7, hgDAF-12 ag 2.5, ADAM17 inh -4, PLC-beta3 inh 1, hcDAF-12 act 0.7 and HGIII-sPLA2 inh 6.
For COc1cc(O)c2c(=O)c3c(OC)c(O)ccc3oc2c1 the results were PLC-gamma1 inh 4, ADAM10 inh 8, ssDAF12 agonist -0.7, FXN GAA850 act 5.8, DAX1 inh-1 1.6, DAX1 inh-2 0.7, hgDAF-12 ag 3.3, ADAM17 inh 0, PLC-beta3 inh 3, hcDAF-12 act 0.3 and HGIII-sPLA2 inh -9.
For O=C(C(=O)N1CCC(CNS(=O)(=O)c2cc(C(F)(F)F)cc(C(F)(F)F)c2)CC1)c1cc2ccccc2o1 the results were PLC-gamma1 inh -1, ADAM10 inh -7, ssDAF12 agonist 0.1, DAX1 inh-2 0.2, hgDAF-12 ag 2.5, ADAM17 inh -5, PLC-beta3 inh 0, hcDAF-12 act 0.2 and HGIII-sPLA2 inh 14.
Cc1ccc(NC(=O)CCC(=O)N/N=C/C=C/c2ccccc2)cc1 was read as PLC-gamma1 inh -1, ADAM10 inh -4, ssDAF12 agonist -0.3, FXN GAA850 act 0.1, DAX1 inh-1 0.0, DAX1 inh-2 0.2, hgDAF-12 ag 2.1, ADAM17 inh -2, PLC-beta3 inh 0, hcDAF-12 act -1.1 and HGIII-sPLA2 inh 4.
COc1ccc(CNC(=O)C2CCN(S(=O)(=O)c3ccc(SC)cc3)CC2)cc1 was read as PLC-gamma1 inh 4, ADAM10 inh 4, ssDAF12 agonist -1.1, FXN GAA850 act 0.4, DAX1 inh-1 -2.1, DAX1 inh-2 0.0, hgDAF-12 ag 0.3, ADAM17 inh 1, PLC-beta3 inh -2, hcDAF-12 act -1.2 and HGIII-sPLA2 inh 1.
Screening O=C(CSc1nnc2ccccn12)Nc1ccc2c(c1)OCCO2 returned PLC-gamma1 inh 1, ADAM10 inh 0, ssDAF12 agonist -0.4, FXN GAA850 act 3.8, DAX1 inh-1 1.8, DAX1 inh-2 2.4, hgDAF-12 ag 8.6, ADAM17 inh 0, PLC-beta3 inh 0, hcDAF-12 act 1.2 and HGIII-sPLA2 inh 3.
Cc1cccc(NC(=O)C(C)SCc2nc3sc4c(c3c(=O)[nH]2)CCCC4)n1 (centres undefined) was read as PLC-gamma1 inh -66, ADAM10 inh inactive, ssDAF12 agonist 1.3*, FXN GAA850 act -0.8, DAX1 inh-1 -1.0, DAX1 inh-2 -1.5, hgDAF-12 ag 1.7, ADAM17 inh -249, PLC-beta3 inh -63, hcDAF-12 act 1.6 and HGIII-sPLA2 inh -5.
`CCCCOC(=O)c1ccc(NC(=O)c2ccoc2C)cc1` gave PLC-gamma1 inh 5, ADAM10 inh 16, ssDAF12 agonist -2.0, FXN GAA850 act 1.4, DAX1 inh-1 1.4, DAX1 inh-2 0.7, hgDAF-12 ag 12*, ADAM17 inh 3, PLC-beta3 inh 1, hcDAF-12 act 0.6 and HGIII-sPLA2 inh -16.
O=C(Nc1ccc(Oc2ncccn2)cc1)c1ccco1 was read as PLC-gamma1 inh 5, ADAM10 inh 4, ssDAF12 agonist -0.6, FXN GAA850 act 1.1, DAX1 inh-1 1.0, DAX1 inh-2 0.0, hgDAF-12 ag 0.9, ADAM17 inh -2, PLC-beta3 inh 2, hcDAF-12 act 0.0 and HGIII-sPLA2 inh 4.
`Nc1ccc2c(c1)-c1ccc(F)cc1C2=O` gave PLC-gamma1 inh -25, ADAM10 inh -13, ssDAF12 agonist -0.9, FXN GAA850 act 0.4, DAX1 inh-1 -0.4, DAX1 inh-2 -0.9, hgDAF-12 ag 5.9, ADAM17 inh -6, PLC-beta3 inh -36, hcDAF-12 act -0.1 and HGIII-sPLA2 inh 4.
Screening Cc1nc2ccc(NC(=S)N3CCN(c4ccccn4)CC3)cc2nc1C returned PLC-gamma1 inh -401, ADAM10 inh -19, ssDAF12 agonist -1.3, FXN GAA850 act 4.0, DAX1 inh-1 -0.2, DAX1 inh-2 0.5, hgDAF-12 ag -2.3, ADAM17 inh -6, PLC-beta3 inh inactive, hcDAF-12 act 0.3 and HGIII-sPLA2 inh 3.
Cc1c(Cl)cccc1NC(=O)CS(=O)(=O)c1ccccc1 was read as PLC-gamma1 inh 3, ADAM10 inh -1, ssDAF12 agonist -0.8, FXN GAA850 act -1.8, DAX1 inh-1 -1.7, DAX1 inh-2 -0.5, hgDAF-12 ag -0.9, ADAM17 inh -4, PLC-beta3 inh -6, hcDAF-12 act -1.3 and HGIII-sPLA2 inh -14.
`Cc1ccccc1OCCC(=O)Nc1ccc(N2CCOCC2)cc1N1CCOCC1` gave PLC-gamma1 inh 1, ADAM10 inh 1, ssDAF12 agonist -1.1, FXN GAA850 act 0.4, DAX1 inh-1 -0.1, DAX1 inh-2 1.4, hgDAF-12 ag -2.5, ADAM17 inh -1, PLC-beta3 inh -2, hcDAF-12 act -0.5 and HGIII-sPLA2 inh 3.
`Nc1c(N(CCC2=CCCCC2)C(=O)CCCOc2ccccc2)c(=O)[nH]c(=O)n1Cc1ccccc1` gave PLC-gamma1 inh 4, ADAM10 inh -12, ssDAF12 agonist -1.1, FXN GAA850 act -2.3, DAX1 inh-1 0.2, DAX1 inh-2 1.9, hgDAF-12 ag 0.1, ADAM17 inh 5, PLC-beta3 inh -4, hcDAF-12 act 0.2 and HGIII-sPLA2 inh 8.
COc1ccccc1NC(=O)N1c2ccc(F)cc2CCC1C (centres undefined) was read as PLC-gamma1 inh 4, ADAM10 inh 3, ssDAF12 agonist -0.9, FXN GAA850 act -2.8, DAX1 inh-1 1.3, DAX1 inh-2 0.6, hgDAF-12 ag -4.4, ADAM17 inh 0, PLC-beta3 inh 4, hcDAF-12 act -1.9 and HGIII-sPLA2 inh 2.
Screening CCOc1cc(NC(=S)NCC2CCCO2)c(OCC)cc1NC(=O)C1CC1 (centres undefined) returned PLC-gamma1 inh 0, ADAM10 inh -11, ssDAF12 agonist -1.7, FXN GAA850 act -0.9, DAX1 inh-1 -0.4, DAX1 inh-2 -0.6, hgDAF-12 ag -1.8, ADAM17 inh -4, PLC-beta3 inh -8, hcDAF-12 act 0.0 and HGIII-sPLA2 inh 8.
CCC(=O)Nc1nc2ccc3sc(C)nc3c2s1 was read as PLC-gamma1 inh -1, ADAM10 inh 3, ssDAF12 agonist -1.7, FXN GAA850 act -6.5, DAX1 inh-1 1.9, DAX1 inh-2 -0.4, hgDAF-12 ag 0.5, ADAM17 inh 1, PLC-beta3 inh -4, hcDAF-12 act 1.5 and HGIII-sPLA2 inh 0.
CC(C)S(=O)(=O)NC(=O)C1(C)CCN1C(=O)Cc1ccccc1Cl (centres undefined) was read as PLC-gamma1 inh 3, ADAM10 inh -7, ssDAF12 agonist -0.8, FXN GAA850 act -0.4, DAX1 inh-2 0.7, hgDAF-12 ag 3.8, ADAM17 inh 0, PLC-beta3 inh 4, hcDAF-12 act -1.0 and HGIII-sPLA2 inh 3.
